Mcl1 Bid PPI: Mcl-1/Bid binding inhibitors, primary screen, biochemical, TR-FRET, 1536-well; 0.97% of 220,000 active; TR-FRET Mcl-1/Bid-Dy647 peptide binding; AID 1021, 2008; Induced myeloid leukemia cell differentiation protein Mcl-1 (Homo sapiens), Q07820; inhibition, % at 21.7 µM;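 active = compounds that cut the binding signal by more than half at the single screening dose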;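 note: His-tagged Mcl-1 with europium anti-His antibody binding Bid BH3 peptide; 0% = Mcl-1 plus peptide wells and 100% = peptide-only wells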
Bcl-XL Bim block: inhibitors of Bim-Bcl-XL binding, primary screen, biochemical, multiplexed, bead flow cytometry, human Bcl-XL | inhibition, % at 10 µM | Bcl-2-like protein 1 (Homo sapiens), Q07817 | AID 1007, 2008 | Bim peptide-Bcl-XL binding, fluorescence | 0.04% of 190,000 active
Target sequence (Q07817 whole entry, looked up): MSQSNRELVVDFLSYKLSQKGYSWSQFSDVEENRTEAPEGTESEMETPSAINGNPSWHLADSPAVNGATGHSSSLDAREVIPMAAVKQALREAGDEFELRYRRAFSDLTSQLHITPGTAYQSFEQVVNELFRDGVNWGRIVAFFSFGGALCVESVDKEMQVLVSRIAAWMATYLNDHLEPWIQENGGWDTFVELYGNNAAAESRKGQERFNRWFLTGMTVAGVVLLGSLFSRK
Bim-Bfl-1: inhibitors of Bim binding to Bfl-1, primary screen, biochemical, multiplexed, bead-based flow cytometry; inhibition, % at 10 µM; Bcl-2-related protein A1 (Homo sapiens), Q16548; 0.12% of 190,000 active; Bim-Bfl-1 binding inhibition;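 note: 0% = wells without compound plus tracer and 100% = blocker peptide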
Bcl-B Bim block: inhibitors of Bim-Bcl-B binding, primary screen, biochemical, multiplexed, human Bcl-2 family. Bcl-2-like protein 10 (Homo sapiens), Q9HD36. bead-based flow cytometry, Bim peptide-Bcl-B binding. inhibition, % at 10 µM. 0.073% of 190,000 active. AID 951, 2007;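 note: 0% = tracer peptide without compound and 100% = reference inhibitor peptide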
Target sequence (Q9HD36 whole entry, looked up): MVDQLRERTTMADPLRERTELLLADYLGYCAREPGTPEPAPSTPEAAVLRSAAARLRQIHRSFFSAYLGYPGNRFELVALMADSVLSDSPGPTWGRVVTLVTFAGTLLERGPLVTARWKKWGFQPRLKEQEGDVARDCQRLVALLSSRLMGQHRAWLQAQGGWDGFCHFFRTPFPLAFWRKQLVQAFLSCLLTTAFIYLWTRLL
Bim-Mcl-1: inhibitors of Bim peptide binding to Mcl-1, primary screen, biochemical, bead-based flow cytometry, multiplex. Induced myeloid leukemia cell differentiation protein Mcl-1 (Homo sapiens), Q07820. 0.1% of 190,000 active. AID 1009, 2008. inhibition, % at 10 µM. Bim peptide-Mcl-1 binding;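 note: 0% = no compound tracer wells and 100% = peptide blocker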
Bim-Bcl-2: inhibitors of Bim-Bcl-2 binding, primary screen, biochemical, multiplexed, human Bcl-2 family; 0.06% of 190,000 active; Bead-based flow cytometry, Bim peptide-Bcl-2 binding; inhibition, % at 10 µM; Apoptosis regulator Bcl-2 (Homo sapiens), P10415; in the data active = inhibition above about 40%; inconclusive = no clear call, values can overlap the other calls;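 note: 0% = no compound wells with probe peptide and 100% = reference peptide inhibitor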
Target sequence (P10415 whole entry, looked up): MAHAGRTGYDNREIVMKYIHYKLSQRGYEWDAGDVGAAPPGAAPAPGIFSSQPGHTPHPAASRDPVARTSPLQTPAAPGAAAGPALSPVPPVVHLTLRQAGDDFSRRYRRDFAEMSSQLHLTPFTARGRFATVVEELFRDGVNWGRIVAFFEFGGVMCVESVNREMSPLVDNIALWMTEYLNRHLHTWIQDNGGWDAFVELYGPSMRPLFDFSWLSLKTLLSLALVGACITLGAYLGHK
RGS4-Gao reg: modulators of RGS4 binding to Galphao, primary screen, biochemical, multiplexed bead flow cytometry | Guanine nucleotide-binding protein G(o) subunit alpha (Homo sapiens), P09471 | actives lie on both sides | binding response (% of control), % at 10 µM | 0.33% of 220,000 active | AID 1415, 2008; in the data active = binding response below about 49% or above about 150%; inactive = in between;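 note: fluorescent Galphao activated with aluminum fluoride binding bead-coupled RGS4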
Target sequence (P09471 whole entry, looked up): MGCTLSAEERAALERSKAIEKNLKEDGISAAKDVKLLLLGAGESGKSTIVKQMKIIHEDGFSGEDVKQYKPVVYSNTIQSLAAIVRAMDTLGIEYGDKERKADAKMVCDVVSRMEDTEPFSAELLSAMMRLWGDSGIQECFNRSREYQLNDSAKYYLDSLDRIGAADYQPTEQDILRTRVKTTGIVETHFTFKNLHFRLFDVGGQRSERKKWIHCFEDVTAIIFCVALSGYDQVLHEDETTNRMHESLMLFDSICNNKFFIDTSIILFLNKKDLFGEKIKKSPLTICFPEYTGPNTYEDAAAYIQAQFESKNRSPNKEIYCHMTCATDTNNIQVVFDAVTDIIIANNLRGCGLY
RGS7-Gao: RGS7-Galphao binding modulators, primary screen, biochemical, multiplexed bead flow cytometry; actives lie on both sides; Guanine nucleotide-binding protein G(o) subunit alpha (Homo sapiens), P09471; binding response (% of control), % at 10 µM; 0.35% of 220,000 active; in the data active = binding response below about 49% or above about 150%; inconclusive = no clear call, values can overlap the other calls; inactive = in between;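 note: fluorescent Galphao held in activated GDP-AlF4 state binding bead-coupled RGS7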
GSH bead fluor: compound fluorescence on glutathione beads, profiling panel, artefact control, biophysical, 488/530 nm, flow cytometry | GSH beads flow cytometry, compound fluorescence 488/530 nm; active compounds read high | fluorescence (KMESF) at 10 µM | 0.25% of 190,000 active; in the data active = fluorescence above about 89;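 note: glutathione beads carrying GST-tagged Bcl family fusion proteins plus one bare bead set; values are compound well signal with DMSO vehicle wells as background; inactives centre near 16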
Bim-Bcl-W: inhibitors of Bim binding to Bcl-W, primary screen, biochemical, multiplexed, bead-based flow cytometry. Bcl-2-like protein 2 (Homo sapiens), Q92843. Bim peptide-Bcl-W binding. inhibition, % at 10 µM. 0.02% of 190,000 active. AID 952, 2007;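 note: 0% = bound tracer without compound and 100% = peptide blocker; higher means less fluorescent Bim peptide bound to Bcl-W beads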
RGS8-Gao: RGS8-Galphao binding modulators, primary screen, biochemical, multiplexed bead flow cytometry; actives lie on both sides; AID 1423, 2008; 0.34% of 220,000 active; response (percent of control binding), % at 10 µM; in the data active = response below about 60% or above about 140%; inactive = in between;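 note: Galphao activated as the GDP aluminium fluoride complex binding bead-coupled RGS8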
Starred values were filed as active, the others as inactive; ? = inconclusive. Cut-off read from the data, not from the text of the source, unless noted: active = inhibition above about 40%.

compound	RGS7-Gao	Bcl-XL Bim block	Bim-Bcl-W	Bim-Mcl-1	Bim-Bcl-2	RGS4-Gao reg	Mcl1 Bid PPI	Bim-Bfl-1	RGS8-Gao	GSH bead fluor	Bcl-B Bim block
c1ccc(-c2csc(-n3cccn3)n2)cc1	104	-3	-1	1	0	99	-6	-5	103	12	-10
COc1cccc(Nc2ncnc3ccccc23)c1	97	-2	0	1	-2	101	17	-7	101	16	-4
Cc1ccccc1CNC(=O)c1cc(COc2ccc(F)cc2F)on1	102	-1	-2	-4	-4	102	-5	-7	102	10	-3
CC(=O)Nc1ccc(OCC(O)CN2CCN(Cc3ccccc3)CC2)cc1 (stereo not drawn)	101	-4	-1	-1	-1	101	-17	0	106	10	-1
COc1ccc(-c2nnc(N(C)C(=O)C3CCCO3)s2)cc1 (stereo not drawn)	104	5	2	2	19	104	-3	7	104	22	-4
CCOC(=O)N1CCC(NC(=O)CCc2nc(-c3ccc(C)cc3)no2)CC1	102	-5	0	-2	-10	102	-7	-17	103	22	-5
COc1cc(/C=C(\C#N)c2nc3ccccc3s2)cc([N+](=O)[O-])c1O	101	-1	1	4	1	98	49	5	102	10	4
COc1cc(NS(=O)(=O)c2ccc(NC(=O)/C=C/c3cccc([N+](=O)[O-])c3)cc2)ncn1	98	0	1	0	0	102	20	2	98	9	5
O=C1NC2(CCCCC2)NN1c1ccccc1	105	-4	-4	-5	-5	105	-23	-3	106	45	-5
COc1cccc(-c2nc(N3CCN(c4ccccc4)CC3)c3ccccc3n2)c1O	109	-4	0	-4	-8	101	-9	-14	100	34	-17
CCOCCCNC(=O)C(NC(=O)c1cnccn1)c1ccc(OC)cc1 (stereo not drawn)	104	-6	0	0	-6	102	-13	-14	100	25	-4
N#CCCn1cc(C(=O)N2CCOCC2)c(-c2ccc3c(c2)OCCO3)n1	94	-3	-6	-1	-3	97	-31	-4	98	21	-5

Limited to Bim-Bcl-W (2 entries from above):
| mol | Bim-Bcl-W |
| --- | --- |
| COc1cccc(-c2nc(N3CCN(c4ccccc4)CC3)c3ccccc3n2)c1O | 0 |
| CCOCCCNC(=O)C(NC(=O)c1cnccn1)c1ccc(OC)cc1 (stereo not drawn) | 0 |

(continued)
compound	RGS7-Gao	Bcl-XL Bim block	Bim-Bcl-W	Bim-Mcl-1	Bim-Bcl-2	RGS4-Gao reg	Mcl1 Bid PPI	Bim-Bfl-1	RGS8-Gao	GSH bead fluor	Bcl-B Bim block
CCC1(C)Cc2nc3[nH]c(=S)n(-c4ccccc4)c(=O)c3cc2CO1 (stereo not drawn)	106	-1	-1	-1	1	106	-44	0	107	6	-6
CCn1nnnc1SCC(=O)N1CCCc2ccccc21	101	-8	-5	-5	-3	103	-4	-3	103	14	-6
Cc1cc(C)c(NC(=O)CN2C(=O)NC3(CCCCC3)C2=O)c(Cl)c1	101	-3	2	-1	-5	104	-8	-10	103	53	-5
O=C(CN1CCOCC1)N/N=C/C=C/c1ccccc1	105	-2	-1	-3	-3	104	0	-10	106	17	-5
CCCN1C2CCCC1CC(NC(=S)Nc1cc(C)ccc1C)C2 (stereo not drawn)	100	-6	-6	-6	-4	101	-25	-5	103	20	-7
COc1ccc(Nc2ncnc3c2cnn3Cc2ccccc2)cc1OC	94	-1	-3	-1	0	96	-33	-2	99	5	-1
COc1ccc(OCC(=O)Nc2ccc(C)cc2)cc1	98	-4	1	0	-2	99	-27	-8	100	33	-3
Cc1ccc(C)c(OCC(=O)NCC(C)C)c1C	99	-1	0	0	1	97	-12	2	98	6	-2
Cc1nn(-c2ccccc2)c(C)c1NC(=O)c1cccs1	88	-3	-6	-4	-3	82	-25	4	80	10	-3
O=C(/C=C/c1ccccc1)N1CCN(CC(O)COc2ccccc2)CC1 (stereo not drawn)	100	-11	-3	-4	-10	101	9	-11	101	34	-6
CC(C)CCNC(=O)CN(Cc1cccs1)C(=O)CCC(=O)Nc1nccs1	100	1	0	0	-7	98	-23	-16	102	29	-12
Cc1c(C(=O)NCCCN2CCCC2=O)oc2ccc(S(=O)(=O)N3CCOCC3)cc12	99	0	-5	0	0	104	-38	-1	98	21	-1
O=C1NN=C(c2ccc(Br)cc2)CC1c1ccc(Cl)cc1 (stereo not drawn)	101	0	1	-1	-3	96	-3	-6	100	27	-6
Cc1ccc(CNc2ncccc2-c2nc3cc(Cl)ccc3o2)cc1	97	-3	1	0	-7	98	-33	-10	98	11	-9
NNC(=O)c1ccc(COc2ccccc2)cc1	92	9	6	7	7	91	6	5	81	13	4
N#CCN1CCN(CCC(=O)Nc2ccc(OCc3ccccc3)cc2)CC1	102	6	0	-1	-9	102	-30	-10	98	45	-7
CC(C)Cc1nnc(NC(=O)CSc2nc(=O)cc(N)n2-c2ccccc2)s1	103	-3	0	2	-1	107	-33	-3	102	13	-1
O=C(NC1CCCC1)C(c1cccs1)N(C(=O)c1ccco1)c1ccc2c(c1)OCO2 (stereo not drawn)	100	-27	-26	-35	-29	104	-10	-30	101	57	-39
CCCn1c(SCCC(=O)O)nc2ccccc21	104	0	-3	3	0	100	-42	-6	98	19	-1
Cc1nc2sc(C(c3ccco3)N3CCC(C)CC3)c(O)n2n1 (stereo not drawn)	101	-3	0	0	-7	103	-41	-11	100	23	-6
COc1cc(C(=O)NNC(=O)c2ccc(NC(C)=O)cc2)cc(OC)c1OC	17*	-3	-1	-2	-2	23*	-10	-6	14*	8	-9
O=C(C1CCCO1)N1CCN(C(=S)Nc2ccccc2)CC1 (stereo not drawn)	97	-4	-4	-3	-1	99	-48	-1	92	3	-4
Cc1ccc(Oc2c(C(N)=O)cc([N+](=O)[O-])cc2[N+](=O)[O-])cc1	91	-7	-2	-5	-2	92	-32	10	86	6	-8
O=C(CN(Cc1ccco1)C(=O)Cn1nnc(-c2ccc(F)cc2)n1)NC1CCCC1	101	-6	-8	-7	-5	101	-138	-28	101	31	-13
COc1ccc(NC(=O)CC2(Cc3ccccc3)CCOC(C)(C)C2)cc1 (stereo not drawn)	100	-7	-4	-3	-4	100	-6	-6	102	10	-6
COc1ccc(C2=NCCc3cc(OC)c(OC)cc32)cc1OC	100	-5	-3	-2	1	99	0	-2	103	9	-10
Cc1oc(C(=O)O)cc1COc1ccc2c(C)cc(=O)oc2c1	102	2	1	1	0	99	16	-1	101	13	1
COC(=O)CC1=C(C(=O)OC)C(c2ccncc2)C(C#N)=C(N)O1 (stereo not drawn)	100	-3	-3	-3	-4	101	-21	-9	101	5	-10
Cc1cc(C(=O)NCc2cccs2)cs1	97	0	0	-3	-6	97	2	-8	100	31	-1
CCC(C)NC(=O)C1CCN(C(=O)N(C)C)CC1 (stereo not drawn)	95	-3	-1	-3	0	95	-15	-1	85	12	0
COc1ccc(C(=O)Nc2ccc3oc(-c4cccc(F)c4)nc3c2)cc1OC	100	-4	1	0	-11	100	-7	-14	98	19	-9
COc1ccc(CN2C(=O)c3cccnc3C2Nc2ccc(C)cc2)cc1 (stereo not drawn)	99	-3	-3	0	-5	96	12	0	100	22	-3
CCN(CC)c1ccc(/C=C2/C(=O)N(c3ccc([N+](=O)[O-])cc3)N=C2N2CCOCC2)cc1	99	-5	1	-2	-6	102	-20	-13	100	22	-4
CC(OC(=O)c1ccc2c(=O)n3c(nc2c1)CCCCC3)C(N)=O (stereo not drawn)	99	1	0	0	1	99	32	-2	103	18	0
O=C(NN1CCOCC1)c1cc(-c2ccncc2)nc2ccccc12	?	-2	-1	-2	-3	99	-14	-6	99	9	-4
O=C(Nc1ccc2oc(=O)ccc2c1)c1cc([N+](=O)[O-])ccc1N1CCOCC1	99	-3	-1	-1	-3	97	-20	-5	98	19	-3
Cc1ccccc1C(=O)NC1CCN(C(=O)N2CCOCC2)CC1	90	-7	-3	-5	-5	89	-9	0	73	16	-1
Nc1cccc2c1nnn2C1OC(CO)C(O)C(O)C1O (stereo not drawn)	96	-4	-2	0	-6	98	-19	-6	96	18	-7
CCNC(=O)C1CCCN1S(=O)(=O)c1ccc(OC)cc1 (stereo not drawn)	101	0	-2	-1	-2	101	-15	-2	102	17	0
Cc1cccc(C(=O)NCCc2n[nH]c(=S)n2C)c1	94	0	-2	-1	0	96	-74	-1	99	8	0
COCCCNC(=O)Cn1nc(-c2ccccc2OC)ccc1=O	97	-2	-1	-1	-2	101	21	0	101	14	-1
CCOc1ccc(C(C)=O)cc1N1C(=O)C2C3C=CC(O3)C2C1=O (stereo not drawn)	104	-2	-2	0	-4	99	8	-13	97	6	0
Cc1ccc2oc(=O)c3cc(C(=O)NCc4ccco4)sc3c2c1	99	-10	-5	-5	-5	101	2	-5	101	13	-7
CC(C)(C)c1cc[n+](/C(C(=S)NC2CC2)=C(/[O-])c2ccc(Cl)s2)cc1	101	-3	-3	-3	-2	101	-28	5	97	13	-9
Cc1ccc(-n2ncc(C(=O)Nc3cc(Cl)cc(Cl)c3)c2C2CCNCC2)cc1C	102	1	0	0	0	106	6	-1	102	11	0
CCNC(=O)OCc1cn(-c2ccc(Cl)cc2)nn1	102	-2	0	1	-2	104	-14	-6	104	10	0
Cc1cc(C)n2nc(C(=O)NCCc3ccccc3)nc2n1	100	1	0	0	3	108	20	0	106	13	0
COc1cccc(NC(=O)CSc2nc3c(c(-c4ccco4)c2C#N)CCCC3)c1	97	-2	0	-3	3	94	-6	0	100	21	-2
CCOC(=O)C1CCN(S(=O)(=O)Cc2ccccc2)CC1	101	-4	4	0	5	101	-8	-1	102	23	-1
O=C(CCNS(=O)(=O)c1cccc2nonc12)NC1CCCc2ccccc21 (stereo not drawn)	101	-2	0	1	-5	99	-28	-8	96	43	-6
Cc1ccc(OCCn2cnc3sc(C(N)=O)c(C)c3c2=O)cc1	96	-3	-2	0	0	99	-17	0	102	70	-1
CC1CCCCC1NC(=S)NC(=O)c1sc2ccccc2c1Cl (stereo not drawn)	93	0	3	-2	2	93	-28	7	94	17	1
CCOC(=O)N1CCN(C(=O)CSc2ccc(-c3cccc(OC)c3)nn2)CC1	96	-2	0	1	-2	99	-9	-4	101	9	-3
COc1ccc(Oc2ccc(N/C=C/C(=O)C(C)(C)C)cc2)cc1	101	-1	0	-1	1	100	-32	-5	103	20	-5
O=C(CNCc1ccco1)Nc1cc(S(=O)(=O)N2CCOCC2)ccc1N1CCCC1	143	-1	0	0	-2	112	1	-5	100	12	-4
